Abeta yeast res = restores growth of yeast expressing A-beta42 peptide. yeast expressing A-beta42, growth rescue, OD600, 48 h; response scale: 0% DMSO, 100% iron-clioquinol control. Potency, µM (highest dose often 46.1 µM), without a hit: top-dose growth rescue, most hits filed as activators. 410,000 tested, 0.063% active. AID 1347071; further: potency means the concentration at half of the fitted maximal effect; nearly all actives have a fitted effect of over 55% in size
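Yeast A-beta toxicity model in growth medium with pinned compounds, 48 h at 30 C; growth read as absorbance at 600 nm. Normalized to FeCl3/clioquinol equimolar mix (positive) and DMSO (negative).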
A549 viability = kills or reduces viability of A549 cells in Nrf2 counter-screen; A549 ARE-Fluc cells, CellTiter-Fluor viability, 18-24 h; Potency, µM (highest dose often 46 µM), without a hit: top-dose activity change, negative = cytotoxicity, actives largely listed as inhibitors; 390,000 tested, 0.16% active; AID 504648; further: potency means the concentration at half of the fitted maximal effect; on the % scale 0 is the no-effect control and ±100 the full control effect
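A549 ARE_Fluc cells in 5% FBS OPTI-MEM were exposed to compounds in concentration-response for 18-24 h at 37 deg C. Viability was read by CellTiter-Fluor fluorescence (Ex 405/Em 525) after 30 min, before the luciferase read.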
Nrf2 block = Nrf2 pathway inhibition. A549 ARE-Fluc reporter, luciferase luminescence, 18-24 h. Potency, µM (top dose mostly 46 µM), inactives show top-dose activity change, negative = inhibition, most hits filed as inhibitors. 360,000 tested, 2.1% active; further: potency means the concentration at half of the fitted maximal effect; on the % scale 0 is the no-effect control and ±100 the full control effect; nearly all actives have a fitted effect of over 60% in size
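Two sequential reads on A549 ARE_Fluc cells exposed to compound for 18-24 h: a CellTiter-Fluor fluorescence read for viability, then a luciferase luminescence read for Nrf2/ARE activity.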
MmCpn inh = inhibitors of Methanococcus maripaludis chaperonin (MmCpn); purified Mm-Cpn ATPase, ADP Transcreener TR-FRET; Potency, µM (top dose mostly 76.9 µM), for inactives: top-dose activity, negative = inhibition, hits mostly inhibitors; 330,000 tested, 0.031% active; AID 504842; further: potency means the concentration at half of the fitted maximal effect; on the % scale 0 is the no-effect control and ±100 the full control effect; nearly all actives have a fitted effect of over 80% in size
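Reaction buffer contained 30 mM Tris pH 7.4, 100 mM KCl, 5 mM MgCl2 and 1 mM DTT. Mm-CPN (25 nM final) hydrolysed 10 uM ATP over 30 min at 37°C; ADP was read by HTRF.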
TGFb SMAD3 inh = inhibitors of TGF-b signaling; HepG2 CAGA-GFP TGF-b/SMAD3 reporter, GFP fluorescence, 18 h; TGF-beta stimulated, 500 pg/mL final; Potency, µM (doses to about 46.1 µM), for inactives: top-dose activity, negative = inhibition, usual class: inhibitors; 410,000 tested, 1.2% active; AID 588855; further: potency means the concentration at half of the fitted maximal effect; on the % scale 0 is the no-effect control and ±100 the full control effect; nearly all actives have a fitted effect of over 65% in size
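HEPG2 CAGA-GFP reporter cells (1000/well, DMEM with 1% FBS) received compounds, then recombinant TGF-beta at 500 pg/mL final for 18 hours at 37 degrees C. Per-cell GFP summed per well was normalised to unstimulated and stimulated DMSO controls before curve fitting.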
Nrf2 activator = activators of Nrf2 (ARE) signaling | AREc32 ARE-luciferase reporter (MCF7-derived line), luminescence, 24 h | Potency, µM (series often up to 46.1 µM), for inactives: at the top dose activation, hits mostly activators | 410,000 tested, 0.31% active | AID 624171; further: potency means the concentration at half of the fitted maximal effect; % of control where 0% means no effect; nearly all actives have a fitted effect of over 65% in size
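Reporter line AREc32 (ARE-Fluc), seeded overnight in OPTI-MEM with 5% FBS; compound pin-transferred, 24 hr at 37 deg C, 5% CO2; luminescent read-out.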
HepG2 tox = kills HepG2 cells in TGF-b inhibitor counter-screen; Potency, µM (series often up to 46.1 µM), without a hit: top-dose activity change, negative = cytotoxicity, hits mostly cytotoxic; HepG2 CAGA-GFP viability, ATP luminescence, 18 h; 410,000 tested, 0.76% active; further: potency means the concentration at half of the fitted maximal effect; some results filed as inactive show a strong effect at the top dose
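CellTiter-Glo luminescence gave cytotoxicity after 18 hours at 37 degrees C. The cells were HepG2 CAGA-GFP in 1% FBS DMEM, stimulated with 500 pg/mL TGF-beta after compound addition. %Activity was normalised to no-cell wells (complete cell-killing) and DMSO (no toxicity), and curves were fitted and classified.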
pAkt inh = inhibitors of Akt phosphorylation. 360,000 tested, 0.32% active. Neuro2A IGF-stimulated pAkt S473 HTRF, 20 min; hits give low values. activity change, % for hits at 50 µM; in the data active means activity change below about -80%; inconclusive means mostly about -51% to -80%; further: on the % scale 0 is the no-effect control and ±100 the full control effect
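Single-point screen (50 µM final compound) in Neuro2A cells stimulated 20 min with 6 nM IGF at 37 deg C. After lysis, Ser473-phosphorylated Akt read by HTRF (ex 330 nm, em 615/665 nm) as the 665/615 ratio.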
CCT modulator = modulators of cytosolic chaperonin (CCT/TRiC) activity. activity change, % (test concentration not listed), hits read low. 360,000 tested, 0.3% active. purified chaperonin ATPase assay, HTRF ADP detection, 30 min. AID 651819; in the data active means activity change below about -30%; further: on the % scale 0 is the no-effect control and ±100 the full control effect
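First, chaperonin was dispensed at 40 nM or 20 nM final depending on batch activity. Next, compounds were pinned at 76 uM and ATP added at 10 uM. After 30 min at 37 °C, ADP detection reagents ran 30 min at ambient temperature.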
* hit, by the source's call; i = inactive; ? = inconclusive; . = no result given; [ ] = remark or other dose. Unless noted, the call rests on the fitted dose curve; in most records, active means well fitted curve in the direction sought with a large enough effect; inconclusive means small, poorly fitted or top-dose-only effect, or another doubt; inactive means no such curve, though single readings can be large; an effect the other way counts as inactive or inconclusive.

Structure | CCT modulator | MmCpn inh | Nrf2 block | A549 viability | Abeta yeast res | pAkt inh | Nrf2 activator | HepG2 tox | TGFb SMAD3 inh
O=C(COc1ccccc1)N1CCN=C1SCc1ccccc1F | -0.6 | -2% | 3% | 5% | -13% | i | 0.2% | -14% | 4%
C=CCOc1nc(-c2ccncc2)nc2ccccc12 | -1.9 | 2% | -21% | 0% | -42%[inhibitor] | i | 0.1% | -16% | -17%
CC1=NN(c2ccccc2)C(=O)/C1=C/c1c(O)n(-c2ccc(F)cc2)[nH]c1=O | 1.6 | 0% | 5% | -26% | -8% | i | 8.1% | -43% | ?
Cc1cccc(C)c1NC(=O)Cn1c(=O)n(Cc2ccc3c(c2)OCO3)c(=O)c2oc3ccccc3c21 | . | . | 24% | 5% | -1% | . | -0.2% | -13% | -10%
COc1ccc(CN(C)S(=O)(=O)c2nnc(NC(=O)c3ccccc3Br)s2)cc1 | -1.0 | -17% | -20% | -3% | -9% | i | 1.9% | -10% | -1%
Cc1ccc(C)c(CN2C(=O)COc3ccc(C(=O)c4ccccc4C(=O)O)cc32)c1 | -1.6 | -3% | ? | -11% | 8% | i | 0.7% | 5% | 1%
CCc1nnc(NC(=O)C2CC(=O)N(CCc3ccc(F)cc3)C2)s1 (stereo not given) | -1.8 | -14% | ? | 6% | -4% | i | 0.2% | -52% | -6%
CC1CCc2nc(NC(=O)Nc3ccc4c(c3)OCO4)sc2C1 (stereo not given) | -0.9 | -3% | ? | -1% | 17% | i | 4.5% | 5% | -7%
C=CCS/C(=N\n1cnc2ccccc2c1=O)N(CC)CC | -12 | 2% | 1% | -6% | 11% | i | 3.1% | 0% | -2%
O=C(CN1CCN(S(=O)(=O)c2ccccc2F)CC1)NCC1(N2CCOCC2)CCCCC1 | -0.8 | -1% | 0% | -1% | 8% | i | -0.5% | -8% | -3%
CCn1c(SCC(=O)NC2CC2)nnc1-c1csc(C)c1 | -3.1 | -10% | 0% | 0% | 8% | i | 0.2% | 2% | 12%
CC1Oc2ccccc2OC1(O)c1ccc2ccccc2n1 (stereo not given) | -0.5 | 0% | -2% | 1% | 4% | i | -0.6% | -1% | -2%
CCCNC(=S)NC1CC2CCCC(C1)N2Cc1ccc(F)cc1 (stereo not given) | -2.7 | -1% | 9% | -6% | -14% | i | 0.0% | -27% | 0%
COc1ccc(CC(=O)OCC(=O)NC(=O)NC2CCCC2)cc1 | -1.4 | 0% | 6% | 2% | -3% | i | -0.1% | 2% | 1%
COCc1cc(C)n(CC(=O)N/N=C/c2ccc(-c3ccc(Cl)c(C(=O)O)c3)o2)c(=O)c1C#N | -5.1 | -6% | 2% | -17% | 2% | i | 0.5% | 21% | 25%
O=C(COC(=O)c1ccc(S(=O)(=O)N2CCCC2)cc1)Nc1cccc(F)c1 | -3.3 | 6% | 4% | -1% | -7% | i | -0.6% | 3% | 12%
O=C1C2C3c4ccccc4C(c4ccccc43)[C@@H]2C(=O)N1c1ccccn1 (stereo not given in full) | 2.4 | 1% | -7% | -8% | 2% | i | 0.0% | 1% | -8%
CC(C)c1ccc(NC(=O)CN(Cc2ccccc2)S(C)(=O)=O)cc1 | 1.7 | 3% | -6% | 3% | 4% | i | -0.6% | -30% | -2%
Cc1ccc(NC(=O)Nc2nnc(N(CC(C)C)CC(C)C)s2)cc1Cl | . | . | 25% | 7% | -7% | . | 0.2% | 3% | .
Cc1ccc2c(CN3CCN(Cc4ccccc4Cl)CC3)cc(=O)oc2c1 | . | . | 12% | -3% | -21% | . | 0.4% | -5% | 7%
CC(Nc1ccc2c(c1)OCCO2)C(=O)Nc1ccc2c(c1)OCO2 (stereo not given) | -2.6 | 0% | 0% | -9% | -4% | i | 0.6% | -6% | 11%
O=C(CCC1CCCN(C(=O)C2=CCCC2)C1)N1CCN(c2ccccn2)CC1 (stereo not given) | -3.2 | 2% | -19% | 1% | -5% | i | 0.2% | 14% | -2%
CC1CCCC(C)N1C(=O)Cn1cnc2cc([N+](=O)[O-])ccc2c1=O (stereo not given) | 0.6 | 2% | 0% | -5% | 4% | i | 0.1% | -2% | -6%
COc1ccc(-c2c(-c3cc(OC)cc(OC)c3)n(C)c3ccc(-c4ccc(N(C)C)nc4)cc23)cc1 | -3.6 | -4% | -16% | -4% | 0% | i | -0.9% | 7% | 11%
Cn1nnnc1SCC(=O)Nc1ccc(Cl)c(S(=O)(=O)N2CCOCC2)c1 | -1.8 | 1% | -12% | -1% | -2% | i | -0.5% | -11% | 0%
Cc1ccccc1-c1cnc(C(O)c2ccc(Cl)c(F)c2)[nH]1 (stereo not given) | -7.1 | . | . | . | 6% | i | 0.8% | 3.2µM* | -21%
O=S(=O)(Nc1ccc(-n2cccc2)cc1)c1ccc(Cl)cc1Cl | -1.3 | 1% | -26% | -2% | -84%[inhibitor] | i | 0.1% | -97% | ?
O=C(c1cc(S(=O)(=O)N2CCOCC2)c(Cl)cc1Cl)N1CCCC1 | 1.9 | -4% | 4% | 8% | -6% | i | -0.7% | 4% | -6%
CC(C)CNC(=O)CC(=O)NN=C1CCCC1 | -1.6 | 3% | -7% | -4% | 25% | i | 0.1% | -1% | -1%
Cc1ccc(Nc2cc(C)nc3nc(C)nn23)cc1 | 0.5 | 0% | -2% | 4% | 6% | i | 1.2% | -12% | -9%
COc1ccc(Br)cc1CN1CCN(C(=O)c2ccco2)CC1 | 2.4 | 2% | -11% | 5% | -9% | i | 0.2% | 4% | 1%
CCC(C)(C)n1nnnc1C(c1cccc(C#N)c1)N1CCN(c2cccc(C)c2C)CC1 (stereo not given) | -1.9 | -2% | -30% | 7% | 9% | i | -0.2% | -15% | 4%
Cc1cc(C)c2cc(C(=O)Nc3ccc4c(c3)OCO4)[nH]c2c1 | 0.3 | -7% | 0% | 0% | ? | i | 9.7% | -16% | -19%
COc1ccccc1CNC(=O)CCn1c(=O)[nH]c2ccsc2c1=O | 1.5 | -1% | -9% | . | 12% | i | 0.4% | -14% | 26%
CC1CC(=O)Nc2cc([N+](=O)[O-])ccc2N1 (stereo not given) | -0.7 | 0% | 15% | -1% | 0% | i | -0.5% | 2% | ?
COc1cccc(NC(=O)CCC2CCN(C(=O)c3cncs3)CC2)c1 | -0.2 | 0% | 3% | 0% | 0% | i | -0.4% | -1% | 7%
Cc1ccc(CCNC(=O)c2ccc3c(c2)nc2n3CCC(C)C2)cc1 (stereo not given) | . | . | . | -7% | -15% | . | 0.4% | 7% | 0%
Cc1cccc(C(C(=O)NC2CCCC2)N(C(=O)c2csnn2)C2CC2)c1 (stereo not given) | 2.3 | -1% | -5% | 1% | 11% | i | -0.1% | -8% | -3%
CC1(C)C/C(=N\O)C(C(O)c2cccc([N+](=O)[O-])c2)C(C)(C)N1 (stereo not given) | -2.6 | -19% | -9% | -2% | -1% | i | 0.1% | -12% | 3%
O=c1c2ccccc2nnn1CSc1nc2sc3c(c2c(=O)n1CC1CCCO1)CCC3 (stereo not given) | -4.0 | 0% | ? | -12% | 35% | i | -0.9% | -11% | -13%

A section taken from the entries so far, as a working copy:
Structure | CCT modulator | MmCpn inh | Nrf2 block | A549 viability | Abeta yeast res | pAkt inh | Nrf2 activator | HepG2 tox | TGFb SMAD3 inh
CC1CC(=O)Nc2cc([N+](=O)[O-])ccc2N1 (stereo not given) | -0.7 | 0% | 15% | -1% | 0% | i | -0.5% | 2% | ?
COc1cccc(NC(=O)CCC2CCN(C(=O)c3cncs3)CC2)c1 | -0.2 | 0% | 3% | 0% | 0% | i | -0.4% | -1% | 7%
Cc1ccc(CCNC(=O)c2ccc3c(c2)nc2n3CCC(C)C2)cc1 (stereo not given) | . | . | . | -7% | -15% | . | 0.4% | 7% | 0%
Cc1cccc(C(C(=O)NC2CCCC2)N(C(=O)c2csnn2)C2CC2)c1 (stereo not given) | 2.3 | -1% | -5% | 1% | 11% | i | -0.1% | -8% | -3%
CC1(C)C/C(=N\O)C(C(O)c2cccc([N+](=O)[O-])c2)C(C)(C)N1 (stereo not given) | -2.6 | -19% | -9% | -2% | -1% | i | 0.1% | -12% | 3%

More compounds follow.
Structure | CCT modulator | MmCpn inh | Nrf2 block | A549 viability | Abeta yeast res | pAkt inh | Nrf2 activator | HepG2 tox | TGFb SMAD3 inh
CCCN(C(=O)CSc1nnnn1C)c1c(N)n(Cc2ccccc2)c(=O)[nH]c1=O | 0.6 | 0% | 4% | 10% | -1% | i | 3.5% | 12% | -2%
CC(=O)Nc1ccc(C(=O)CSc2nnc(-c3ccccc3)n2-c2ccccc2)cc1 | . | . | -8% | -4% | -7% | . | -0.2% | 2% | 2%
CN(C(=O)COC(=O)c1cccc(S(=O)(=O)N2CCCCCC2)c1)c1ccccc1 | -3.4 | . | . | . | -3% | i | -2.1% | 4% | 5%
COC(=O)c1nc2n(n1)C(c1cc(OC)ccc1OC)C(C(=O)Nc1ccc(C)cc1C)=C(C)N2 (stereo not given) | . | . | 4% | 2% | -2% | . | 0.0% | -1% | 4%

Source: PubChem (National Center for Advancing Translational Sciences (NCATS))
